# RmlCD inh mix – RmlC/RmlD inhibition, mixture screen. RmlC/RmlD coupled enzyme inhibition, 384-well mixture HTS. inhibition, % at 5.5 µM. hit rate 0.39% among 110,000; in the data active = inhibition above about 30%, passing the limit was not always enough; inconclusive = no clear call, values can overlap the other calls; also: strong numbers were not always called active
# HIV RNase H inh – blocks HIV-1 RNase H cleavage of RNA/DNA duplex; inhibition, % at 10 µM; AID 565; RT-RNase H RNA/DNA duplex cleavage, fluorescence; hit rate 1.9% among 65,000; P04585; in the data active = inhibition above about 50%
# * = called active by the depositor; ? = inconclusive; nt = not tested or not shown.
SMILES | RmlCD inh mix | HIV RNase H inh
C=CCn1c(COc2ccccc2)nnc1SCC(=O)C(C)(C)C | -11 | 4
CCCCCC(=O)Nc1ccc2oc(-c3cncc(Br)c3)nc2c1 | 29 | 47
O=[N+]([O-])c1nn(-c2ccc3c(c2)OCCO3)n(O)c1=NC1CCCCC1 | 8 | nt
C=Cn1c(N2CCOCC2)nc2c1c(=O)[nH]c(=O)n2C | 5 | -2
CCOc1ccc(Cl)cc1S(=O)(=O)N1CCN(c2ccc(C)c(C)c2)CC1 | -10 | nt
CCCN1CCN(c2nc3c([nH]2)c(=N)ncn3CC(O)CO)CC1 (centres undefined) | -10 | -5
CN(C(=O)C1CCOC1)c1nnc(-c2ccccn2)s1 (centres undefined) | 27 | 48
CCOC(=O)c1c(CN2CCCCC2)n(C)c2ccc(OC)c(S(=O)(=O)c3ccccc3)c12 | ? | 2
CCOC(=O)N1CCN(C(=O)CS(=O)Cc2nc(-c3ccc(C)cc3)oc2C)CC1 (centres undefined) | 11 | 3
CC(C)CN(CC(C)C)S(=O)(=O)N1CCC(C(=O)NC2CCCCCCC2)CC1 | 8 | 6
O=S(=O)(c1ccc(Oc2ccc(-c3nnco3)cc2)nc1)N1CCC(Cc2ccccc2)CC1 | -5 | 5
O=C(NCc1ccccc1)C1CCCN(S(=O)(=O)c2cccs2)C1 (centres undefined) | -4 | nt
Cc1ccc(C)c(OCCCC(=O)Nc2nccs2)c1 | -3 | nt
COCCn1nnnc1C(c1cccs1)N1CCN(c2cc(C)ccc2C)CC1 (centres undefined) | 135 | 0
CCCCCNCc1cccn1C | -9 | nt
COC(=O)c1sccc1NC(=O)c1c(C)noc1C | -6 | -49
O=C(NCC12CC3CC(CC(C3)C1)C2)c1nc2ncccn2n1 | 2 | -17
Cc1cc(N2CCOCC2)nc2ccc(NC(=O)C3CCC(C)CC3)cc12 (centres undefined) | 5 | 12
O=S(=O)(Nc1cccc(-c2cn3ccsc3n2)c1)c1ccc(F)cc1 | 6 | -10
Cc1ccc2c(n1)sc1c(-c3ccc(Br)cc3)c(C#N)c(N)nc12 | 14 | nt
Cc1nnc(SCC(=O)Nc2ccc3c(c2)OCCO3)s1 | -4 | -1
Cc1ccc2cc(CCNC(=O)c3ccco3)c(=O)[nH]c2c1 | 12 | 2
CC(C)Oc1cccc(C(=O)Nc2ccc(N3CCN(S(C)(=O)=O)CC3)cc2)c1 | -21 | 4
O=C(OC(C(=O)NCc1cccs1)c1ccc(F)cc1)c1ccco1 (centres undefined) | -9 | -6
N#Cc1cc2sc3nc4ccccc4n3c2cc1C#N | 4 | -13
Nc1nonc1NC(=O)CSc1ncccc1C(=O)O | -12 | -4
COC(=O)c1sc(NC(=O)COc2ccc(OC)cc2)nc1C | 11 | nt
Cn1c(=O)c2c(nc(CN3CCCCC3)n2CCCc2ccccc2)n(C)c1=O | -13 | 2
CN(Cc1ccccc1)C(=O)CSc1nnc(-c2ccco2)n1-c1ccccc1 | 4 | -14
Cn1c(O)c(C(=N)COc2ccccc2)c(=O)n(C)c1=O | 7 | nt

# Gathered by group, the compounds so far with an aryl methoxy group.
SMILES | RmlCD inh mix | HIV RNase H inh
CCOC(=O)c1c(CN2CCCCC2)n(C)c2ccc(OC)c(S(=O)(=O)c3ccccc3)c12 | ? | 2
COC(=O)c1sc(NC(=O)COc2ccc(OC)cc2)nc1C | 11 | nt

# New compounds follow
SMILES | RmlCD inh mix | HIV RNase H inh
COc1ccccc1C(=O)Nc1cccc(-c2cn3ccsc3n2)c1 | 10 | -15
COc1ccccc1C(=O)Nc1ccc2oc(-c3ccc(F)cc3)nc2c1 | 47 | 18
COc1ccccc1OCc1nnc(SCCN2CCOCC2)o1 | -13 | -1
O=C(CSc1nnc(COc2ccccc2Cl)o1)NC(=O)NC1CCCC1 | 0 | -9
Cc1ccc(C(=O)CCC(=O)Nc2cccc(C(F)(F)F)c2)cc1 | -5 | nt
CCOC(=O)c1cc2c(c(CSc3nc4ccccc4c(=O)n3Cc3ccco3)c1)OCOC2 | 14 | 8
CCc1ccc(S(=O)(=O)NCCc2csc(-c3ccccc3)n2)s1 | -8 | -13
CN(C)/C=N/c1c(C#N)cnn1-c1ccc(C(F)(F)F)cn1 | 11 | -23
CC(C)NC(=O)NC1C2CC3CC(C2)CC1C3 (centres undefined) | -14 | 4
CC1=C(C(=O)OCc2ccccc2)C(c2ccc(N(C)C)cc2)NC(=O)N1 (centres undefined) | -11 | nt
Cc1nnc(SCC(=O)N2c3ccccc3CC2C)s1 (centres undefined) | 8 | -11
Cc1ccc(NC(=O)NNc2cccc(Cl)n2)cc1 | 1 | nt
O=C(/C=C/c1ccco1)NC(=S)Nc1ccccn1 | 21 | nt
CC(=O)c1ccc(NC(=O)Nc2cccc(Cl)c2)cc1 | -8 | nt
COc1cc(C(C#N)N2N=C(c3ccccc3)CC2c2ccccc2)ccc1O (centres undefined) | 8 | nt

# Copied from the list:
# COc1ccccc1C(=O)Nc1ccc2oc(-c3ccc(F)cc3)nc2c1 | RmlCD inh mix = 47
# COc1ccccc1C(=O)Nc1cccc(-c2cn3ccsc3n2)c1 | RmlCD inh mix = 10
# CCCN1CCN(c2nc3c([nH]2)c(=N)ncn3CC(O)CO)CC1 (centres undefined) | HIV RNase H inh = -5
# CCOC(=O)N1CCN(C(=O)CS(=O)Cc2nc(-c3ccc(C)cc3)oc2C)CC1 (centres undefined) | RmlCD inh mix = 11

# Continuation:
SMILES | RmlCD inh mix | HIV RNase H inh
O=c1cc(Nc2ccc3c(c2)OCCO3)[nH]c(=O)n1-c1ccc(Br)cc1 | 11 | -5
CN(C)CCCN1C(=O)c2oc3ccc(Cl)cc3c(=O)c2C1c1cccnc1 (centres undefined) | -2 | -3
O=C(Nc1ccc(-c2cn3ccsc3n2)cc1)C1CCCC1 | 0 | -19
Cc1cc(C)n(C(=O)CN2C(=O)COc3ccccc32)n1 | -10 | 25
Cc1cc2ncn(C(=O)N3CCCC3)c2cc1C | 9 | nt
O=C(CSc1nnc(Cc2ccccc2)o1)NCc1ccco1 | 9 | 8
O=C(CCS(=O)(=O)c1cccc2nonc12)NCCc1ccccc1Cl | -8 | 2
Cc1nn2c(N3CCN(C4CCCC4)CC3)cc(C(C)(C)C)nc2c1-c1ccccc1 | -29 | nt
CCCCCCC(=O)N(O)C1CC(=O)N(c2ccccc2)C1=O (centres undefined) | 25 | 49
COC(=O)c1cccc(Oc2nc(N3CCOCC3)nc(N3CCOCC3)n2)c1 | nt | -15
O=C(O)CC1c2ccccc2S(=O)(=O)N1Cc1ccccc1 (centres undefined) | -2 | nt
O=C(NCc1ccc2c(c1)OCO2)C1CC(c2ccc(Cl)c(Cl)c2)=NO1 (centres undefined) | 2 | nt
Cc1ccccc1Nc1c([N+](=O)[O-])ccc2c1=NC1(CCCCC1)N=2 | -7 | nt
COc1ccc(S(=O)(=O)CCC(=O)NCCc2ccc(Cl)cc2)cc1 | 115 | nt
COc1ccc(-n2c(SCC(=O)N3CCN(c4ccccc4)CC3)nc3c(c2=O)SCC3)cc1 | -11 | -4
O=C(Nc1ncc(Cc2cccc(Cl)c2)s1)c1cccs1 | 2 | nt
N=c1nc(-c2ccccc2)ccn1O | -4 | 3
C#CCOCCOCCOCCNc1nc(N2CCN(C(=O)Cn3cc(CCO)nn3)CC2)nc(N2CCN(C(=O)[C@H]([C@@H](C)O)n3cc(CCCCN)nn3)CC2)n1 | 13 | nt
O=C(NCCN1CCOCC1)C1CC(=O)N(c2ccc(F)c(Cl)c2)C1 (centres undefined) | -13 | -6
CCOC(=O)c1oc2cccc(O)c2c1C | -109 | nt
C=CCn1cnc2c(NCc3ccccc3)ncnc21 | -18 | -3
Cc1ccc(C(c2nnnn2C(C)(C)C)N2CCN(C3CCCC3)CC2)cc1 (centres undefined) | -3 | 3
CCOc1ccc(N2Cc3ccccc3C2)cc1 | -8 | 73*
CCCc1nnc(NC(=O)Cn2cnc3ccccc3c2=O)s1 | -16 | nt
Cc1ccc(NC(=O)C2=C(O)c3sccc3N(C)S2(=O)=O)cc1 | 3 | nt
Nc1ncc2c(n1)CC(c1ccco1)CC2=O (centres undefined) | -4 | 3
Cc1nc2cc(-c3ccccc3)ccc2o1 | 0 | -8
CCCNC(=O)COC(=O)c1ccccc1OCc1ccc(Cl)cc1 | 9 | nt
Cc1cccc2cc3c(N)c(C(=O)Nc4ccc(N5CCOCC5)cc4)sc3nc12 | 6 | nt
COc1ccc(OC)c(NC(=O)CCN2CCN(c3ccccc3F)CC2)c1 | 9 | 0

# Record cards, as listed above.
# CCCNC(=O)COC(=O)c1ccccc1OCc1ccc(Cl)cc1 in the list: RmlCD inh mix: 9; HIV RNase H inh: nt
# Cc1ccc(NC(=O)C2=C(O)c3sccc3N(C)S2(=O)=O)cc1 in the list: RmlCD inh mix: 3; HIV RNase H inh: nt

# Following part
SMILES | RmlCD inh mix | HIV RNase H inh
COc1ccc(CCNC(=O)CCSc2nc(-c3ccco3)cc(C(F)(F)F)n2)cc1 | nt | 5
Cc1ccc(S(=O)(=O)C2(C(=O)Nc3ccc(F)cc3)CC2)cc1 | -13 | -9
COc1ccc(/C=c2/sc3n(c2=O)NC2(c4ccccc4)N(C)C(=O)N(C)C2(c2ccccc2)N=3)cc1 (centres undefined) | 20 | nt
Cc1c(C)c2c(C)nn(-c3ccccc3)c2[nH]c1=O | -10 | 2
COC(=O)Cc1cc(=O)[nH]c(/N=C(\N)Nc2ccc(C)cc2C)n1 | 8 | -6
CSC1=Nc2sc3c(c2C2=NCCN12)CCCC3 | nt | -9
O=C(NCc1nc2ccccc2[nH]1)C1=C[C@@H](c2ccc(C(F)(F)F)cc2)C[C@@H](OCCCCO)O1 | -9 | nt
Cc1ccc(SCCN2CCN(CC(C)C)CCC2=O)cc1 | -8 | nt
CCn1cc(/C=C2\SC(=O)N(CC(=O)Nc3ccc4c(c3)OCO4)C2=O)c2ccccc21 | 0 | nt
COc1ccc(/C=N/n2cncn2)cc1COc1ccc(NC(C)=O)cc1 | nt | -4
Cc1ccc(S(=O)(=O)/N=C(\c2ccc(Cl)cc2)N2CCOCC2)cc1 | -8 | nt
CCCn1nnnc1SCC(=O)N(C(C)C)C(C)C | -15 | 65*
O=C1c2ccccc2C(=O)N1Cc1nc2ccccc2c(=O)n1CCCn1ccnc1 | -15 | -10
CC(=O)NC(Cc1ccc(C(C)C)cc1)C(=O)NC1CCN(c2nc(C)cc(C)n2)CC1 (centres undefined) | -10 | 5
O=C(CSc1nnc(C2CC2)n1-c1ccccc1)NCc1ccco1 | -4 | nt

# Among those listed so far, these have a CF3 group.
SMILES | RmlCD inh mix | HIV RNase H inh
Cc1ccc(C(=O)CCC(=O)Nc2cccc(C(F)(F)F)c2)cc1 | -5 | nt
CN(C)/C=N/c1c(C#N)cnn1-c1ccc(C(F)(F)F)cn1 | 11 | -23
COc1ccc(CCNC(=O)CCSc2nc(-c3ccco3)cc(C(F)(F)F)n2)cc1 | nt | 5
O=C(NCc1nc2ccccc2[nH]1)C1=C[C@@H](c2ccc(C(F)(F)F)cc2)C[C@@H](OCCCCO)O1 | -9 | nt

# Further entries follow.
SMILES | RmlCD inh mix | HIV RNase H inh
COc1cc2c(cc1OC)C1=C(C#N)CCC(=O)N1CC2 | -7 | -10
CS(=O)(=O)N1CCC(C(=O)c2cccc(Cl)c2)CC1 | -7 | 2
COc1cccc(CN2C(=O)[C@@H]3Cc4c([nH]c5ccccc45)C(C)(C)N3C2=O)c1 | -19 | nt
COc1ccc2[nH]cc(CCNC(=O)C3CCCNC3=O)c2c1 (centres undefined) | 6 | -13
CCn1c(=O)c2cc(S(=O)(=O)NCc3ccccc3)ccc2n(CC)c1=O | 10 | -6
Cc1ccc2c(c1)sc[n+]2Cc1ccccc1 | -16 | nt
CCOC(=O)c1cccc(NC(=O)CCNS(=O)(=O)c2ccc3c(c2)CCN3C(=O)CC)c1 | -10 | -8
O=S(=O)(NCc1ccc(F)cc1)c1ccc2c(c1)OCCO2 | -7 | -3
CCn1c(SCC(=O)N2CCN(c3ccccc3)CC2)nc2c(c1=O)SC(C)C2 (centres undefined) | -6 | -13
CCOc1cc2[nH]c(=S)n(Cc3ccc(C)o3)c(=O)c2cc1OCC | 104 | 15
CCn1nnnc1SCC(=O)NCc1ccco1 | 8 | -4
CCCCC(c1nnnn1CC1CCCO1)N1CCN(c2cc(Cl)ccc2C)CC1 (centres undefined) | 6 | -15
CNC(=O)NC(=O)CSc1ncc(C(F)(F)F)cc1Cl | 0 | -3
Cc1nnc(N2C(=O)C(O)=C(C(=O)c3ccco3)C2c2ccc(F)cc2)s1 (centres undefined) | -10 | 0
CCCOc1ccc(CSc2ncn[nH]2)cc1 | nt | -19
Cc1cc(C(=O)CSc2nc3ccccc3o2)c(C)n1C1CC1 | -13 | -58
COC(=O)c1cccc2nc3c(C(C)O)cccc3nc12 (centres undefined) | 73 | nt
Cc1ccc(C(C(=O)NC2CCCC2)N(C(=O)CNC(=O)c2cccs2)c2cccnc2)o1 (centres undefined) | -2 | nt
COc1ccc(C/C(O)=C(\C#N)c2nc3ccccc3[nH]2)cc1OC | 10 | -5
CCOC(=O)c1c(C)sc2c1N(C(=O)CN(CC)CC)c1ccccc1S2 | 4 | nt
Cn1c(CN2CCOCC2)nc2cc(NC(=O)c3ccccc3Cl)ccc21 | 3 | 0
N#Cc1cccc(Cn2nnc(-c3ccccc3)n2)c1 | -8 | -37
COc1ccc(CN2CCN(C(=O)c3ccco3)CC2)cc1 | 37 | -1
Cc1cc(=O)c(C(=O)O)cn1Nc1ccc(F)cc1 | 0 | nt
Cc1onc(-c2c(Cl)cccc2Cl)c1C(=O)Nn1cnnc1 | -10 | 3
CCCC(=NCC(=O)O)C1=C(O)C(C(=O)OC)C(C)(C)CC1=O (centres undefined) | -7 | 0
O=C(NCc1cccs1)c1cc(S(=O)(=O)N2CCCCC2)ccc1Cl | -13 | nt
CN=C(C)C1=C(O)C(C(=O)OC)C(C)(C)CC1=O (centres undefined) | 2 | -2
CCOC(=O)N1CCN(C(=O)CN2C(=O)COc3ccc(C)cc32)CC1 | 9 | 27

# A portion of the library; rates above refer to the full screens.
